Bioassay records as filed in PubChem BioAssay.
RmlC RmlD mix – RmlC and RmlD coupled enzyme inhibitors, primary screen, biochemical, 384-well, compound mixtures, retest | RmlC/RmlD coupled enzyme inhibition, 384-well mixture HTS | AID 1532, 2009 | inhibition, % at 5.5 µM | actives 0.39% (n = 110,000); in the data active = inhibition above about 30%, passing the limit was not always enough; also: strong numbers were not always called active
RT RNaseH block – HIV-1 RT RNase H inhibitors, primary screen, biochemical, fluorescence; Gag-Pol polyprotein (Human immunodeficiency virus type 1 group M subtype B (isolate …; RT-RNase H RNA/DNA duplex cleavage; inhibition, % at 10 µM; actives 1.9% (n = 65,000); AID 565, 2006; in the data active = inhibition above about 50%
An asterisk follows results filed as active; · = no result given. Some of the compounds tested; rates above refer to the full screens.

item	compound	RmlC RmlD mix	RT RNaseH block
1	N#CCCN1CCN(C(=S)c2ccc(-c3cc(Cl)ccc3Cl)o2)CC1	·	-10
2	Cc1[nH]c(C(=O)N2CCCCC2)c(C)c1C(=O)NC1CCCCC1	·	-1
3	COc1ccc(CCNc2nc(-c3sc(N)nc3C)cs2)cc1OC	-3	-28
4	CC(=O)c1cnc(SCCN2C(=O)c3ccccc3C2=O)nc1C	-10	·
5	COCC(=O)NC1CCN(S(=O)(=O)c2ccc(C(=O)O)cc2)CC1	4	0
6	COc1ccc(C(C)N2CC34C=CC(O3)C(C(=O)O)C4C2=O)cc1 (centres undefined)	·	-3
7	Cc1cc(C)c(C#N)c(SCC(=O)Nc2ccc3c(c2)OCO3)n1	8	·
8	CCn1c(C(=O)N2CCCC(C(=O)NCCc3ccc(C)cc3)C2)cc2sccc21 (centres undefined)	-8	2
9	COc1ccc(N2CCN(C(=O)CCNS(=O)(=O)c3ccc4c(c3)CCC(=O)N4)CC2)cc1	-17	-4
10	C=CCn1c(SCC(=O)Nc2ccc(C)cc2C)nnc1-c1cccnc1	-10	-6
11	Cn1nc(C(F)(F)F)c(/C=N/OC(=O)c2ccccc2)c1Sc1ccc(Cl)cc1	-9	·
12	CCCn1c(=O)c2c(c3ccccc31)OCC(=O)N2	2	-20
13	N#Cc1c(NC(NC(=O)c2ccco2)C(=O)c2ccccc2)sc2c1CCCC2 (centres undefined)	9	32
14	CCc1ccccc1NC(=O)Cn1nnc(-c2cccs2)n1	-5	0
15	Cc1noc(C)c1S(=O)(=O)N1CCC(C(=O)NCCc2ccc(S(N)(=O)=O)cc2)CC1	8	·
16	CC1CN(c2ccc(Oc3ccccc3)cc2)c2nc3c(c(=O)[nH]c(=O)n3C)n2C1 (centres undefined)	7	-2
17	Cc1ccc(C)n1-n1cnc2scc(-c3cccs3)c2c1=O	-10	-19
18	CC1CCN(C(=O)Cn2nc(C(F)(F)F)c3c2CCCC3)CC1	7	8
19	CCSc1nnc(NC(=O)CCc2ccccc2)s1	28	7
20	CCCS(=O)(=O)Nc1cc(C(F)(F)F)ccc1OCCOC	-15	-1
21	COc1ccc(C)c2sc(N3CCCC3)nc12	15	-17
22	NC(=O)[C@@H]1CC2(CC(c3cccc(NC(=O)COc4ccc(Cl)cc4)c3)=NO2)CN1C(=O)c1ccccc1 (some centres undefined)	8	·
23	FC(F)Oc1ccccc1C1CC(c2ccc(Br)s2)Nc2ncnn21 (centres undefined)	1	-11
24	Cc1cccc(NC(=O)CSc2nnc(-c3ccccc3)n2N)c1C	4	-2
25	O=C(NCc1ccco1)c1cccnc1-c1nc2ccccc2s1	·	85*
26	Cc1ccc(N=C2SCCCN2C(=O)c2ccco2)cc1Cl	3	-33
27	CC(C)(C)OC(=O)NCc1nc(N)n[nH]1	4	-5
28	Cc1cc(C)cc(N(CCC#N)C(=O)CSc2nc3nc(C)cc(C)n3n2)c1	-17	-5
29	Cc1cc(C(=O)CN2C(=O)c3ccccc3C2=O)c(C)n1Cc1cccs1	2	4
30	CC(C)C(NC(=O)OCc1ccccc1)C(=O)OCC(=O)N1CCCCC1 (centres undefined)	3	-6
31	O=C(NCc1ccncc1)Nc1cccc(Cl)c1	0	·
32	CCOC(=O)c1cc(-c2nnc(-c3ccc(Cl)cc3)o2)c(C)nc1C	-6	10
33	COc1cc(C(=O)Nc2cccc(-c3nc4ncccc4o3)c2C)cc(OC)c1OC	14	4
34	Cc1cccc(C)c1OCCCCn1cnc2ccccc2c1=O	2	·
35	COC(=O)c1cccc(NS(C)(=O)=O)c1C	-13	·
36	Cn1cc(C(=O)c2ccc(Cl)cc2Cl)cc1C(=O)N/N=C(\N)COc1cccc(C(F)(F)F)c1	-3	·
37	CCOC(=O)c1cc2c(n(-c3ccc(C)cc3)c1=O)CCCC2=O	-6	-6
38	CCOC(=O)C(C)Oc1cccc2c(=O)n(CC(=O)N3CCc4ccccc43)ccc12 (centres undefined)	-3	-9
39	O=C(NC1(C(=O)NC2CCCC2)CCCCC1)c1ccc2c(c1)OCO2	-13	-6
40	COc1cccc(CN2C[C@]34C=C[C@@H](C[C@@H]3S2(=O)=O)O4)c1	-6	·
41	COc1ccc(-c2ccc(C#N)c(OC(=O)c3c(Cl)cccc3Cl)n2)cc1	-48	·
42	CCOc1cc(C#N)c(NC(=O)c2cccnc2)cc1OCC	13	-11
43	CCOC(=O)Cc1csc(SCc2nc3ccccc3c(=O)[nH]2)n1	6	-15
44	Cc1[nH]n(-c2ccccc2)c(=O)c1C1(C(F)(F)F)C(=O)N(c2ccccc2)C2=C1C(=O)CC(C)(C)C2 (centres undefined)	-12	·
45	CC1CCN(c2nc3ccccc3nc2C(C#N)S(=O)(=O)c2ccccc2)CC1 (centres undefined)	·	1
46	COCCNC(=O)C1CC2Cn3c(nc4cc(Cl)c(Cl)cc43)C2N1C (centres undefined)	6	·
47	OCCCn1c(C(CO)Nc2nc(-c3ccc(Cl)cc3)cs2)nc2ccccc21 (centres undefined)	2	·
48	CCOC(=O)C1=C(O)/C(=C/c2cn(CC(=O)NCC3CCCO3)c3ccccc23)SC1=Nc1ccc(C)cc1 (centres undefined)	22	·
49	Cc1ccc(C(=O)Nc2ccc(Cl)cn2)cc1S(=O)(=O)N1CCOCC1	-18	-1
50	CSc1nc(C)cc(/C=C\c2ccccc2)c1C#N	4	·
51	C=C1C(C(=O)N2CCN(C)CC2)C1C(=O)N1CCN(C)CC1 (centres undefined)	-10	0
52	O=S(=O)(Nc1ccc2oc(-c3ccccc3)nc2c1)c1ccccc1	5	3
53	CC(=O)NCCCc1c[nH]c2ccc(Cl)cc12	-8	-4
54	COc1ccc(CCn2c(O)c(C=NCCCN(C)C)c(=O)[nH]c2=O)cc1OC	-44	-11
55	O=S(=O)(NC1CCCC1)c1ccc(S(=O)(=O)NC2CCCC2)cc1	9	1
56	CCCCn1c(Cc2ccccc2)nnc1SCC(=O)Nc1cc(C)on1	24	·
57	Cc1ccc(SCC(=O)NNC(=O)C2CCCCC2)cc1	11	·
58	COc1ccc(NC(C)C(=O)Nc2ccc(C#N)cc2)cc1Cl (centres undefined)	-9	·
59	Cc1nc(-c2coc3cc(OCC(=O)O)ccc3c2=O)cs1	1	-1
60	O=C1COc2ccc(C(=O)c3ccccc3C(=O)NCc3ccco3)cc2N1	4	·

Overlap with the part before: two entries, then new ones.
item	compound	RmlC RmlD mix	RT RNaseH block
59	Cc1nc(-c2coc3cc(OCC(=O)O)ccc3c2=O)cs1	1	-1
60	O=C1COc2ccc(C(=O)c3ccccc3C(=O)NCc3ccco3)cc2N1	4	·
61	COc1ccc(NC(=O)COC(=O)CCCc2c[nH]c3ccccc23)cc1OC	1	·
62	CC(=O)C1=C(O)C(=O)N(Cc2cccnc2)C1c1ccccc1Cl (centres undefined)	10	4
63	CCN(Cc1ccccc1)C(=O)CCc1nc(-c2ccc(C)cc2)no1	-2	-27
64	CC1CCN(C(=O)CSc2nnc(Cc3ccccc3)o2)CC1	-15	-3
65	O=C(O)CCc1nc2cccnc2n1Cc1ccccc1	7	0
66	CC(C)CN1C(=O)c2ccc(C(=O)NCc3ccc4c(c3)OCO4)cc2C1=O	6	·
67	Cc1ccc(Cn2nnc3c(=O)n(Cc4cc(C)ccc4C)cnc32)cc1	10	1
68	O=C(CSc1nc2ccccc2o1)NCc1ccco1	2	-8
69	Cc1cccc(C(=O)NCCN2CCN(c3ccccc3)CC2)c1	-8	-11
70	COc1cccc(CNC(=O)Nc2cccs2)c1	-6	-4
71	COc1ccccc1NC(=O)CSc1nnc(C)n1CC1CCCO1 (centres undefined)	5	·
72	O=C1OC(c2ccc(Cl)cc2)=N/C1=C\c1cccnc1	-28	·
73	CCCCC1CCC(C(=O)NCc2ccc3c(c2)OCO3)CC1 (centres undefined)	-6	·
74	COCCCNc1nc(-c2ccncc2)nc2ccccc12	3	-11
75	CCc1cccc(CC)c1NC(=O)c1cccc(N)c1	6	·
76	CN(CCO)c1c2c(nc3cc(-c4cccc(F)c4)nn13)CCCC2	6	·
77	O=C1C2CCN(CC2)C1Cc1ccc(OCCOc2ccccc2)cc1 (centres undefined)	-11	-9
78	Clc1cccc(/C=N\Nc2nccs2)c1	7	·
79	COC(=O)CCSCc1cn2cc(Cl)ccc2n1	4	-12
80	COc1ccc(C(=O)Nc2cccc(-c3nc4ncccc4o3)c2C)cc1OC	12	1
81	O=C(C1COc2ccccc2O1)N1CCN(c2ccccc2)CC1 (centres undefined)	-9	-9
82	COc1oc(-c2ccccc2C)nc1C(F)(F)F	-5	·
83	COC(=O)CNC(=O)c1c(-c2c(Cl)cccc2Cl)noc1C	17	-10
84	CCN1C(=O)C(CC(=O)Nc2cc(C)ccc2C)SC1=Nc1ccc(S(N)(=O)=O)cc1 (centres undefined)	-12	·
85	NC(=O)c1oc2ccccc2c1NC(=O)C1CCCCC1	14	-11
86	CC1=C(C(=O)NC2CCCCC2C)C2(CCC(C)CC2)OC1=O (centres undefined)	-12	-2
87	CCCC[N+]1(C)C2CC(OC(=O)C(CO)c3ccccc3)CC1C1OC12 (centres undefined)	3	·
88	COc1ccc2cc1Oc1ccc(cc1)C[C@H]1c3cc(c(OC)cc3CCN1C)Oc1c(OC)c(OC)cc3c1[C@H](C2)N(C)CC3	-12	·
89	CCOc1ccc(NC(=O)C2CCN(C(=O)NC3CCCCC3)CC2)cc1	1	·
90	OC1CN=C2C=CC=CN2C1 (centres undefined)	-3	3

Profiles, looked up by structure.
`NC(=O)c1oc2ccccc2c1NC(=O)C1CCCCC1` is listed as RmlC RmlD mix = 14; RT RNaseH block = -11
`CC1=C(C(=O)NC2CCCCC2C)C2(CCC(C)CC2)OC1=O` (centres undefined) is listed as RmlC RmlD mix = -12; RT RNaseH block = -2

Further structures.
item	compound	RmlC RmlD mix	RT RNaseH block
91	CCCn1c(N)c(Sc2ccccc2)c(=O)n(CCC)c1=O	-11	·
92	CCCCCC(=O)N1CC2(C)CN(C(=O)CCCCC)CC(C)(C1)C2=O	-5	-4
93	COc1ccc(CCNC(=O)c2nc3ncccn3n2)cc1OC	6	-5
94	CC(=O)Nc1ccc(NC(=O)C2CCCN(c3nnc(-n4cccc4)s3)C2)cc1 (centres undefined)	-3	-3
95	CC1(C)CC2CC(C)(CN2S(=O)(=O)c2ccc(C(=O)Nc3ccc(Cl)c(S(=O)(=O)N4CCOCC4)c3)cc2)C1 (centres undefined)	7	·
96	COc1ccc(N2C(=O)CSC2c2ccncc2)cc1 (centres undefined)	5	-8
97	Cc1ccc(Nc2nc(-c3ccc(S(=O)(=O)N4CCOCC4)cc3)cs2)cc1	-50	·
98	CCc1nnc(NC(=O)CSc2nnc(-c3ccc(S(=O)(=O)N(CC)CC)cc3)n2CC)s1	-2	·
99	Nc1ccn([C@@H]2O[C@H](CO)[C@@H](O)[C@@H]2O)c(=O)n1	-12	-9
100	CCCCOCCCNC(=O)CN1C(=O)c2ccccc2C1=O	-12	-8
101	FC(F)(F)c1nc2ccccc2nc1N/N=C/c1c(Cl)cccc1Cl	8	·
102	O=c1cc(N2CCN(Cc3ccccc3)CC2)[nH]c(=O)n1Cc1ccc(F)cc1	-6	-5
103	CN(C)C(/C=C/Nc1ccc(F)cc1)=C(C#N)C#N	-9	·
104	Cc1ccc(C(=O)Nc2nc(=O)n(C(=O)CC(C)C)s2)cc1	-24	·
105	COc1cccc(CN2CCN(S(=O)(=O)c3ccc(Br)cc3)CC2)c1	0	·
106	CCOC(=O)CSc1nnc(-c2ccc(NS(=O)(=O)c3ccc(C)cc3)cc2)o1	-4	-3
107	O=C(CSc1n[nH]c(-c2ccncc2)n1)NC1CCS(=O)(=O)C1 (centres undefined)	-6	1
108	COc1ccc(-c2cc(C(F)(F)F)nc(N3CCCCC3)n2)cc1OC	-7	-13
109	COc1cc2ccccc2cc1C(=O)Nc1ccc(Cc2ccncc2)cc1	-14	·
110	COc1ccccc1OC(=O)c1cc(Cl)nc2ccccc12	10	·
111	CC1CN(C(=O)C2CCCCC2)C(C)CN1C(=O)C1CCCCC1 (centres undefined)	-11	1
112	COc1ccc(C(=O)C2CN(C)CC2C(=O)c2ccc(OC)cc2)cc1 (centres undefined)	1	·
113	CCC(COC(=O)NC)NC(=O)Oc1ccccc1 (centres undefined)	-10	·
114	O=C(NCCc1ccccn1)c1ccc(COc2ccccc2)o1	14	-44
115	C/C(Cn1cnc([N+](=O)[O-])n1)=N\NC(=O)c1cccc(F)c1	-4	·
116	CC(C)CC(c1nnnn1CC1CCCO1)N1CCN(c2nc3ccccc3s2)CC1 (centres undefined)	-3	-3
117	CCOC(=O)c1[nH]c2cc(OC)c(OC)cc2c1NC(=O)CN(C)C1CCCCC1	12	-6
118	CC1CN=C(NC2CCCCC2C)S1 (centres undefined)	51	-20
119	CCc1c(C)c2ccc(OCC(=O)N(C)C)c(C)c2oc1=O	17	-3
120	COCCn1nnnc1C(c1ccc(OC)cc1)N1CCN(c2ccccc2F)CC1 (centres undefined)	-2	-6

Gathered by group, the compounds so far with bromine
item	compound	RmlC RmlD mix	RT RNaseH block
23	FC(F)Oc1ccccc1C1CC(c2ccc(Br)s2)Nc2ncnn21 (centres undefined)	1	-11
105	COc1cccc(CN2CCN(S(=O)(=O)c3ccc(Br)cc3)CC2)c1	0	·
